High-throughput results as filed in PubChem.
CaV13 FRET inh = Disruptors of the CACNA1D IQ motif to Ca2+-dependent inactivation inhibitor domain association, primary screening, Förster resonance energy transfer in intact living …; 0.098% of 340,000 active; HEK cells, CFP/YFP FRET ICDI-IQ, plate reader, 10 min; percent FRET-ratio fall versus neutral wells; inhibition, % at 12.3 µM;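 active means mean replicate inhibition of at least 30% and at least 1% of replicates passing that level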;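 further: 0% = median of the neutral control wells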
H9c2 protect = myocardial damage modulation in H9c2 cells | protection from H2O2 cell death, % at 20 µM | 0.63% of 360,000 active | H9c2 cardiomyocytes, H2O2 injury protection, ATPLite, 2 h;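 active means compounds giving at least 50% protection of heart cells from peroxide-induced death in the single-dose screen, raw or plate-pattern-corrected value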;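 further: 0% = DMSO wells with peroxide and 100% = DMSO wells without peroxide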
N-glyco inh = N-linked glycosylation inhibition | D54 ERlucT glycosylation luciferase reporter, 24 h; percent of 100 nM tunicamycin response | AID 588692 | 0.23% of 360,000 active | reporter increase, % at 12.5 µM;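 active means mean luciferase reporter signal, scaled so untreated is 0 and the glycosylation-blocking control 100, at or above a set limit in every replicate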;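 further: luciferase carries N-glycosylation sites so blocking glycosylation raises the light; 0% = median of neutral control wells and 100% = median of 100 nM tunicamycin wells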
aDG glyco up = alpha-DG glycosylation activation; AID 624168; Pro5-aDG cells, alpha-DG glycosylation AlphaScreen (IIH6); 0% Pro5, 100% B10-LARGE cell signal; activation, % at 10 µM; 0.22% of 360,000 active;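 active means activation of at least 8% versus controls, or a plate z-score of at least 8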;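 further: Pro5 are CHO cells carrying HIG-tagged alpha-DG that lacks glycosylation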
ABCB6 inh 2 = human ABCB6 transporter inhibition | Q9NP58 | K562-ABCB6 porphyrin accumulation, flow cytometry, 1 h; hits give low values | fluorescence ratio to DMSO, % at 10 µM | 0.19% of 360,000 active;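 active means fluorescence ratio to DMSO below 75%, the collection mean minus 3 SD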;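 further: signal is porphyrin accumulated inside mitochondria; 100% equals median channel fluorescence of DMSO control wells; lower ratio means ABCB6 inhibition with less porphyrin fluorescence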
Vif imaging = blocks HIV Vif function. AID 602346. 0.35% of 340,000 active. inhibition, % at 7.49 µM. HEK293T cells, Vif self-association by quenched fluorescence, imaging, 24 h; in the data active means inhibition above about 50%, passing the limit was not always enough; further: some results filed as inactive read as strong as hits
PDI inh = PDI (human) enzyme inhibition. 0.052% of 350,000 active. PDI insulin aggregation turbidity, A650, 90 min. P07237. inhibition, % at 10 µM;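 active means mean inhibition across replicates of 30% or more, whatever share of single replicates reach that level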;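 further: absorbance from insulin aggregation driven by PDI reduction with DTT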
Target sequence (P07237 whole entry, looked up): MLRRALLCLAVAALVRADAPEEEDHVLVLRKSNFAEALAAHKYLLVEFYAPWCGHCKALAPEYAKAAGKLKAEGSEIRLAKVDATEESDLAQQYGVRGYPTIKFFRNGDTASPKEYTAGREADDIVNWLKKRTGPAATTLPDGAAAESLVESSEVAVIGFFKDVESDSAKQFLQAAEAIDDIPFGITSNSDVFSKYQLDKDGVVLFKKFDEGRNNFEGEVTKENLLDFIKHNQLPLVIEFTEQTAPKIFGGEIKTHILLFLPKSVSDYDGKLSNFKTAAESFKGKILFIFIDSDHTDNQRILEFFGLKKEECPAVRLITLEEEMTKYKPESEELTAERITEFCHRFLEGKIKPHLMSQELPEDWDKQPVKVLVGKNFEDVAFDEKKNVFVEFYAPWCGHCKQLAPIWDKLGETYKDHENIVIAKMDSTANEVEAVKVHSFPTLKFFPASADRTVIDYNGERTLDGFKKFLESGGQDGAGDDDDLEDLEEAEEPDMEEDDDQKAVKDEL
MC4R antag cAMP = human MC4R antagonism in cAMP assay; P32245; MC4R-expressing cells, MTII-stimulated cAMP, LANCE TR-FRET; inhibition, % at 6.5 µM; 0.48% of 360,000 active; AID 540295;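 active means inhibition above its plate's cutoff, the mean of tested wells on that plate plus 3 SD, cut at about 29% in these data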;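 further: 0% = Melanotan II alone and 100% = Melanotan II plus saturating MCL0020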
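Assay system: U2OS cells stably expressing human melanocortin 4 receptor (MC4R) / Dosing: 6.5 µM / Timing: compound 30 min, challenge 1 h, detection 1 h / Measured by: Eu-cAMP/anti-cAMP TR-FRET, emission 671 nm / Replicates: singlicate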
MC4R barr agon = activates human MC4R beta-arrestin recruitment. U2OS MC4R beta-arrestin complementation, luminescence; percent of melanotan II response, DMSO zero. 0.98% of 360,000 active. P32245. activation, % at 8.9 µM;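 active means activation above a per-plate cutoff, the mean activation of sample wells on that plate plus 3 SD, cut at about 8% in these data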
HTR2A ag = agonists of mouse serotonin 5-HT2A receptor (HTR2A); activation, % at 7.6 µM; 0.66% of 360,000 active; P35363; CHO-K1 mHTR2A beta-arrestin complementation, luminescence; percent of 30 µM serotonin response;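 active means activation above a run cutoff, the mean activation of all tested compounds plus 3 SD, cut at about 14% in these data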;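 further: 0% = plate median of compound wells and 100% = 30 µM serotonin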
Target sequence (P35363 whole entry, looked up): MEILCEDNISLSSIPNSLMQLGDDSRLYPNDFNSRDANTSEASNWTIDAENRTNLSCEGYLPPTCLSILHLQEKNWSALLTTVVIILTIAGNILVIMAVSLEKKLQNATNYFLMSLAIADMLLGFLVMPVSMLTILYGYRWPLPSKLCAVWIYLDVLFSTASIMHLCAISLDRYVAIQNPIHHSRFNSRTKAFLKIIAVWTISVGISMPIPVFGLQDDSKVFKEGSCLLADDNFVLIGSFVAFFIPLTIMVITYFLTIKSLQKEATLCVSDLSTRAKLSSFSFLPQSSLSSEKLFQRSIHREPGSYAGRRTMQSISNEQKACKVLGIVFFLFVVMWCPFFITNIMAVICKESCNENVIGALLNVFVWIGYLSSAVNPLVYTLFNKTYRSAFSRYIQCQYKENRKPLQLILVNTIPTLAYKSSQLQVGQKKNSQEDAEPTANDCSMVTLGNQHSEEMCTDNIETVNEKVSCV
* marks the source's active call; other numbers are inactive results; . = no result given.

SMILES	CaV13 FRET inh	H9c2 protect	N-glyco inh	aDG glyco up	ABCB6 inh 2	Vif imaging	PDI inh	MC4R antag cAMP	MC4R barr agon	HTR2A ag
Cc1cccn2c(=O)c3cc(C(=O)NCc4ccccc4)c(=N)n(CCCN4CCOCC4)c3nc12	20	11	5	0.3	95	0	-6	11	-0.1	-2
COc1ccc2c(c1)c(C(=O)N/N=C/c1cccc(O)c1)c(C)n2C	-5	2	1	-0.2	99	0	-13	7	-2.2	-3
O=C(Nc1ncccn1)C1c2ccccc2Oc2ccccc21	-15	-3	1	0.3	95	6	-5	6	-0.8	3
CN(c1ccccc1)S(=O)(=O)c1ccc(Cl)c(C(=O)Nc2ccc(N3CCOCC3)cc2)c1	-7	-6	-11	0.2	81	-10	-3	2	6.0	-2
CC1=CC(C)(C)n2c(O)c(C3=NC(=S)NC3=O)c3cc(OC(=O)c4cccc5ccccc45)cc1c32	.	-9	-1	-0.4	104	1	13	6	-0.3	-3
CCCSc1nc2[nH]ncc2c(=O)[nH]1	-6	-1	0	-0.2	96	2	10	14	0.5	0
CCOc1ccc(C(=O)Nc2ccc(S(=O)(=O)Nc3cc(C)on3)cc2)cc1	-6	1	2	-0.2	106	16	14	14	0.0	-2
O=C(Nc1ccc(S(=O)(=O)N2CCOCC2)cc1)c1ccc(Cl)cc1	-6	-23	-1	0.2	99	-24	-18	7	0.9	-9
O=C1Nc2ccccc2S/C1=C/c1cccs1	-4	1	2	-0.2	92	0	1	1	3.4	1
Cc1csc(NC(=O)C2CCCN2C(=O)OCC(C)C)n1 (stereo not drawn)	.	-2	-2	-0.3	93	.	-11	16	-0.1	3
CCOC(=O)C1CCCN(C(=O)c2cc(Nc3ccc(OC)cc3OC)nc3ccccc23)C1 (stereo not drawn)	-4	3	-1	0.2	99	29	-4	11	-1.8	2
COc1ccc(C(=O)CCc2ccccc2)cc1	-14	-1	-2	-0.1	96	-12	4	12	2.9	4
CCc1ccc(/C=C2/Sc3ccccc3N(CC(=O)NCCCN3CCOCC3)C2=O)cc1	-7	6	2	0.3	99	-5	4	3	7.2	-17
Cc1nc(SCC(=O)NCC2COc3ccccc3O2)c2c(C)c(C)sc2n1 (stereo not drawn)	-2	-6	2	0.1	102	-2	4	-2	0.6	7
CCCCn1nnnc1SCC(=O)Nc1ccc2c(c1)OCO2	-2	-6	-1	-0.3	94	7	-4	9	2.2	2
CN1CCN(c2ccc(NS(=O)(=O)c3ccc(Cl)cc3)cn2)CC1	-2	-11	-1	-0.1	108	1	5	0	-1.8	-3
O=C(CN1CCN(c2cccc(C(F)(F)F)c2)CC1)Nc1cccc(C(F)(F)F)c1	.	-18	3	0.1	101	3	9	0	4.2	-6
C=CCNCCOc1c(C)cc(C)cc1Cl	-2	5	2	0.0	94	1	-3	-4	0.1	6
CCN(C(=O)CSc1ncnc2sccc12)c1c(N)n(Cc2ccccc2)c(=O)[nH]c1=O	-5	13	0	0.4	90	0	-7	-2	-1.1	4
CCOc1ccc(N2C(=O)CS/C2=C(\C(Cl)=C(Cl)Cl)[N+](=O)[O-])cc1	.	7	2	0.7	111	.	-3	8	-3.3	1
COc1ccc(-c2cc(C(F)(F)F)nc(N)n2)cc1	6	-7	-1	0.0	94	-5	-3	-7	-1.9	5
C=CCN(CC=C)C(=S)Nc1ccc2nsnc2c1	-9	-9	4	2.0	105	0	7	1	-1.1	0
O=C(O)C/C(=C\c1cc(Cl)c2c(c1)OCO2)c1nc2ccccc2s1	-5	-6	1	0.0	104	-3	2	1	-2.1	-1
CC1CCN(CCCCOc2cccc(Br)c2)CC1	-4	4	-1	0.2	101	7	0	0	-0.1	-5
CCOC(=O)N1CCN(C(=O)c2cc3c(-c4ccc(Cl)cc4)nn(C)c3s2)CC1	14	-9	5	0.4	97	6	-4	0	0.6	7
CSc1ccc(/C=N/NC(=O)CNc2cccc3ccccc23)cc1	5	-7	3	0.0	101	4	-1	-7	6.9	7
Cc1onc(-c2ccccc2)c1-c1nc2cc(Cl)ccc2c(=O)o1	-19	2	4	-0.1	97	3	4	-9	-0.9	7
CCOC(=O)c1c(-n2c(C)cc(C=O)c2C)sc2c1CCCC2	-8	-4	-4	0.1	103	-2	2	24	1.1	-2
CCOC(=O)c1c(-c2cc(OC)c(OC)c(OC)c2)csc1NC(=O)c1ccccc1	-9	2	-6	-0.1	89	.	9	22	-1.8	2
Fc1ccc(NC(=S)SCc2ccc3c(c2)OCO3)cc1F	-6	3	1	0.0	100	-5	3	-12	1.8	2
O=C(N/N=C/c1ccccn1)c1ccc([N+](=O)[O-])cc1Cl	-5	21	2	0.7	97	3	16	1	-0.8	-1
CCN1CCN(C(=O)c2ccccc2N(Cc2ccccc2)S(=O)(=O)c2ccc(OC)cc2)CC1	-7	2	-3	0.0	91	1	0	6	-2.7	-2
Cn1c(=O)oc2cc(S(=O)(=O)NCCCN3CCCC3=O)ccc21	-6	1	3	-0.3	100	15	.	2	-1.5	1
O=[N+]([O-])c1ccc(/C=N/Nc2ncc(Br)cn2)cc1	-11	0	0	0.1	107	-4	-4	8	-1.9	4
O=C1NC(c2ccco2)Nc2sc3c(c21)CCN(Cc1ccccc1)C3 (stereo not drawn)	4	-5	-2	0.0	110	15	.	2	-0.4	11
OC(COc1ccc(Cl)cc1Cl)Cn1ccnc1 (stereo not drawn)	-3	1	1	-0.1	99	-8	1	1	-1.5	4
CCOC(=O)N1CCC(NC(=O)c2cnn3c2NC(c2ccco2)CC3C(F)(F)F)CC1 (stereo not drawn)	-6	-12	-1	0.3	116	3	4	-7	0.3	-1
CN(c1ccc(C(=O)O)cc1)S(=O)(=O)c1ccccc1	.	10	2	0.1	98	-3	0	5	-1.9	-2
COc1cc([N+](=O)[O-])ccc1NC(=O)Oc1ccc(NC(C)=O)cc1	-4	5	2	0.0	94	-1	-4	3	-0.8	-3
Cn1c(=O)c2[nH]c(N3CCOCC3)nc2n(-c2ccccc2)c1=O	.	6	8	-0.1	111	-4	3	1	0.0	-1
Fc1ccc(-n2nnc(-c3ccnc4ccccc34)n2)cc1	-4	-8	-8	-0.1	101	-4	-4	2	-1.1	1
CCN1CCN(c2cc(C)c3cc(NC(=S)N4CCN(c5ccccc5F)CC4)ccc3n2)CC1	-2	14	-4	0.2	92	4	6	11	-1.0	-5
CCOc1ccc(S(=O)(=O)Nc2ccc(Cl)cn2)c(C)c1C	-5	-9	3	-0.1	96	2	0	11	2.8	9
Cc1nn(C)cc1S(=O)(=O)N1CCN(Cc2cccc(Cl)c2)CC1	-2	3	2	-0.1	99	0	1	19	-1.1	-5
COc1ccc(-n2ncc3c(NCc4ccccn4)ncnc32)cc1	-4	4	2	0.0	94	-1	-3	13	-3.2	1
COc1ccc(C(=O)NCc2ccccc2OC)c(OC)c1	-5	-3	-2	0.2	95	-4	-2	6	-0.8	3
Nc1ccccc1SCc1ccccc1	-5	-8	0	0.0	99	9	2	17	-0.9	-6
O=C1COc2ccc(C(=O)c3ccccc3C(=O)O)cc2N1	-5	4	4	0.0	100	1	2	18	0.1	3
C=CCc1c(C)c(C#N)c2nc3ccccc3n2c1N1CCCCC1	-2	4	-2	0.1	96	-8	-3	-2	-1.3	1
Cc1ccc(S(=O)(=O)/N=C/N(C)C)cc1	-7	-4	0	0.1	99	6	0	4	-2.9	2
COc1cc(C=C2CCCC(=Cc3ccc(OCC4CO4)c(OC)c3)C2=O)ccc1OCC1CO1 (stereo not drawn)	-9	81*	-7	-0.5	103	62*	-3	12	-0.2	4
COC(=O)Nc1ccc(C)cc1NC(=O)OC	-10	-4	.	0.1	102	.	-3	2	-1.9	-9
Cc1ccc(C(=O)OCC(=O)c2ccc[nH]2)s1	2	-13	0	-0.3	99	-8	0	5	-0.2	6
CCN(CC)S(=O)(=O)c1ccc(N2CCOCC2)c(NC(=O)c2cc(Cl)c3c(c2)OCO3)c1	-2	7	-5	-0.2	98	-8	-3	11	-1.1	-5
CC(C)n1ncc2c(C(=O)NCC(=O)Nc3ccccc3Br)cc(C3CC3)nc21	.	8	3	-0.1	95	10	7	12	5.1	-4
CCOc1ccc(OCC)c(NC(=O)C2CCN(S(=O)(=O)c3ccc4c(c3)CC(C)N4C(C)=O)CC2)c1 (stereo not drawn)	-4	4	-4	0.4	100	7	-5	0	-0.3	5
CC(C)c1[nH]nc2c1C(c1ccc(OC(=O)c3ccco3)cc1)C(C#N)=C(N)O2 (stereo not drawn)	-7	2	1	-0.4	97	-1	15	10	0.2	0
COc1cc(/C=C(\NC(C)=O)C(=O)O)cc(OC)c1OC	-5	-5	3	0.0	97	4	5	-2	0.8	0
CC(C)Cn1c(=O)oc2ccccc21	-5	2	2	0.1	100	.	-6	11	0.2	3

Molecules shown so far with a thiophene ring, fused or not, in the order listed:
SMILES	CaV13 FRET inh	H9c2 protect	N-glyco inh	aDG glyco up	ABCB6 inh 2	Vif imaging	PDI inh	MC4R antag cAMP	MC4R barr agon	HTR2A ag
O=C1Nc2ccccc2S/C1=C/c1cccs1	-4	1	2	-0.2	92	0	1	1	3.4	1
Cc1nc(SCC(=O)NCC2COc3ccccc3O2)c2c(C)c(C)sc2n1 (stereo not drawn)	-2	-6	2	0.1	102	-2	4	-2	0.6	7
CCN(C(=O)CSc1ncnc2sccc12)c1c(N)n(Cc2ccccc2)c(=O)[nH]c1=O	-5	13	0	0.4	90	0	-7	-2	-1.1	4
CCOC(=O)N1CCN(C(=O)c2cc3c(-c4ccc(Cl)cc4)nn(C)c3s2)CC1	14	-9	5	0.4	97	6	-4	0	0.6	7
CCOC(=O)c1c(-n2c(C)cc(C=O)c2C)sc2c1CCCC2	-8	-4	-4	0.1	103	-2	2	24	1.1	-2
CCOC(=O)c1c(-c2cc(OC)c(OC)c(OC)c2)csc1NC(=O)c1ccccc1	-9	2	-6	-0.1	89	.	9	22	-1.8	2
O=C1NC(c2ccco2)Nc2sc3c(c21)CCN(Cc1ccccc1)C3 (stereo not drawn)	4	-5	-2	0.0	110	15	.	2	-0.4	11
Cc1ccc(C(=O)OCC(=O)c2ccc[nH]2)s1	2	-13	0	-0.3	99	-8	0	5	-0.2	6
